# hDAT+cocaine = modulates human dopamine transporter uptake under cocaine. Q01959. LLC-PK1 hDAT cells, [14C]-dopamine uptake with cocaine IC80; actives deviate in either direction. B-score at 10 µM. hit rate 1.3% among 110,000. AID 449768;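 active means Z score or B-score, a plate-position-corrected score, falls beyond the plate's 99.7% confidence bounds, in either direction; inactive means both scores lie inside the 99.7% bounds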;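 further: scored against the spread of the other compound wells on the same plate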
# VCAM1 TNFa inh = reduces TNF alpha induced VCAM1 expression in HUVEC; HUVEC TNFa-induced VCAM-1 immunofluorescence, high-content imaging; inhibition, % at 2 µM; hit rate 0.48% among 95,000; AID 802;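 active means inhibition above the batch mean plus 3 SD, with images confirmed as a hit by eye, cut at about 37% in these data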;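 further: 0% = TNF-stimulated DMSO wells and 100% = unstimulated control wells; not every result past the cut was called active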
# PLK1 PBD inh = inhibitors of human Plk1 polo box domain binding. inhibition, %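 (tested at about 20 µM)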. P53350. hit rate 0.13% among 97,000. Plk1 PBD phosphopeptide binding, fluorescence polarization. AID 693; in the data active means inhibition above about 34%, passing the limit was not always enough
# Target sequence (P53350 whole entry, looked up, the tested form may be a part): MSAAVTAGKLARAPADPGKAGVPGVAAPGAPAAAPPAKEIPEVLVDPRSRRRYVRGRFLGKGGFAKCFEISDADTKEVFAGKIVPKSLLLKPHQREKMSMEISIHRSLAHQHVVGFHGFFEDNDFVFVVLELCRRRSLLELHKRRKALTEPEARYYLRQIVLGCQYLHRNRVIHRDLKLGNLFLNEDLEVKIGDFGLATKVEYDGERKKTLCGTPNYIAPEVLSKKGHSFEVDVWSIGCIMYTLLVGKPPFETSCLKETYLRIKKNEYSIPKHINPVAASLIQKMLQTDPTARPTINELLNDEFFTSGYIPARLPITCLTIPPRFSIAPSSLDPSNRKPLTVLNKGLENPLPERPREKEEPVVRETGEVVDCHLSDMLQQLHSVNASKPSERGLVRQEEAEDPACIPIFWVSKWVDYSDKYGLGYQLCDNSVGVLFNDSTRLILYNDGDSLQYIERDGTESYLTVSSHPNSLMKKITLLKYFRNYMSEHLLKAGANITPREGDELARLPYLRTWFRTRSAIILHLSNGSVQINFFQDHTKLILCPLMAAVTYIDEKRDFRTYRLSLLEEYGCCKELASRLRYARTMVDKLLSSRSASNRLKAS
# E coli WT exp = blocks growth of wild type E. coli BW25113; growth inhibition, % at 100 µM; hit rate 0.15% among 98,000; OD600 absorbance; AID 710;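 active means growth inhibition above about 50% at one test dose, limit read from the data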;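 further: growth measured after 20 h incubation at 37 °C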
# sEH inhibitor = soluble epoxide hydrolase (human) inhibition | P34913 | recombinant human sEH enzymatic activity assay | inhibition, % at 2 µM | hit rate 0.34% among 91,000 | AID 707; in the data active means inhibition above about 80%; further: values of inactives mirror those of a sister screen read the other way; many of its hits are not listed in these tables
# IL1B cytotox = HUVEC cytotoxicity counter-screen, IL-1B stimulated; HUVEC cell count loss, Hoechst imaging; cell count reduction, % at 2 µM; hit rate 0.41% among 94,000; AID 845;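 active means cell count reduction more than 3 SD above the screen-wide mean, cut at about 70% in these data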;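 further: normalized per plate to untreated control cells as the no-loss baseline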
# cytoskel mod = alters cytoskeleton assembly in HUVEC cells; inhibition, % at 2 µM; HUVEC TNFa F-actin phalloidin imaging, high content; AID 836; hit rate 0.18% among 91,000;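 active means inhibition above the batch mean plus 3 SD and confirmed as a hit by visual image inspection, cut at about 30% in these data, passing the limit was not always enough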; further: strong numbers were not always called active
# TNFa cytotox = HUVEC cytotoxicity counter-screen, TNF alpha stimulated; HUVEC TNFalpha-stimulated, Hoechst cell count, imaging; cell count reduction, % at 2 µM; hit rate 0.17% among 93,000;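 active means cell count reduction exceeding the screen mean by over 5 SD, scaled to untreated wells per plate, cut at about 78% in these data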;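 further: cells counted after 24 h of TNF alpha exposure following the 1 h pretreatment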
# PLK1 inh = PLK1 (human) kinase inhibition. inhibition, % at 10 µM. hit rate 0.53% among 97,000. P53350. AID 619. recombinant PLK1 kinase, TR-FRET peptide phosphorylation;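 active means inhibition of 50% or more in the single-concentration screen; inactive means inhibition below 50%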;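 further: 0% = DMSO max control and 100% = H-89 dihydrochloride min control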
# Active calls of the source: *; . = no result given.
# Second line of a record – hDAT+cocaine	VCAM1 TNFa inh	PLK1 PBD inh	E coli WT exp	sEH inhibitor	IL1B cytotox	cytoskel mod	TNFa cytotox	PLK1 inh
1: COc1cccc(C(=O)NCC(=O)N2CCC(C)CC2)c1
 : 0.29	-33	26	7	0	-1	19	-30	-10
2: Cc1noc(C)c1C(=O)OCC(=O)c1ccc[nH]1
 : -1	3	-1	5	-18	1	33	-23	-4
3: N#Cc1c(NC(=O)Cn2c(=O)oc3ccccc32)oc(-c2ccccc2)c1-c1ccccc1
 : 0.23	20	-14	-11	-18	-32	-50	34	-13
4: O=C(O)c1cc(NCc2c(F)cccc2Cl)ccc1N1CCOCC1
 : -0.36	2	23	1	.	-16	-7	-14	3
5: CN1C(CC(=O)c2ccccc2)CCCC1CC(O)c1ccccc1 (stereo unspecified)
 : -0.76	4	5	-3	-2	-16	2	-32	-12
6: CC1(C)CC(=O)C=C(Nc2cccc(O)c2)C1
 : -0.023	2	1	-1	-3	-4	10	-25	36
7: N#CC1(c2ccccc2)CCCN1C(=O)c1ccccc1Br (stereo unspecified)
 : -0.47	2	-17	13	3	1	.	-23	9
8: Cc1ccc(C(OC(=O)c2ccco2)C(=O)NCc2cccs2)cc1 (stereo unspecified)
 : .	-8	4	8	5	-3	8	-26	-9
9: CN(C)c1ccc(C2NCCS2)cc1 (stereo unspecified)
 : -0.26	6	0	8	-4	-3	-7	1	-2
10: COc1ccc(S(=O)(=O)N[C@@H](Cc2ccccc2)C(=O)N2CC[C@@]3(O)CCCC[C@H]3C2)cc1
 : 0.14	0	14	-5	-2	-64	4	-13	-12
11: Cc1cccc(OCC(=O)NC(=S)N2CCCc3ccccc32)c1
 : -0.4	11	4	3	2	.	-69	14	-10
12: c1ccc(CN2CCN(c3nc(N4CCOCC4)c4ccccc4n3)CC2)cc1
 : 1	2	2	.	-20	8	4	-4	-12
13: CCOc1ccc(N2C(=O)/C(=C/c3cc(OC)c(OC)c(OC)c3)N(CC(=O)OC)C2=S)cc1
 : 0.11	15	-19	-10	-5	-18	-7	1	-2
14: O=C(c1ccccc1)N1CCN(C(=O)c2ccc(OC(F)(F)F)cc2)CC1
 : 0.64	15	-11	5	15	-7	7	-5	-9
15: O=C(NCc1ccco1)c1ccccc1NS(=O)(=O)c1ccc(Br)s1
 : -0.83	5	-4	13	8	-5	-2	-12	-9
16: CCCC(c1nnnn1C(C)(C)CC)N(CCCO)Cc1cc2cc(C)cc(C)c2[nH]c1=O (stereo unspecified)
 : 0.093	11	6	5	-1	-64	10	-20	-16
17: O=C(CS(=O)(=O)c1ccccc1)Nc1nc(-c2ccccc2)cs1
 : 0.072	12	6	-5	-3	-20	-10	-13	-10
18: Cc1cc(=O)n(CC(C)O)c(O)c1C#N (stereo unspecified)
 : -0.012	0	2	.	7	89*	15	-14	-8
19: Cn1c(=O)c(C(=O)NCCO)c(O)c2ccccc21
 : 0.63	.	7	11	-8	-41	.	.	-6
20: O=C(NC1CCCCC1)c1ccc(Cn2cc(Br)cn2)o1
 : 0.62	2	-1	6	45	2	.	-5	-4
21: Cc1ccc(NC(=O)N(CCCN2CCOCC2)Cc2cccs2)cc1C
 : -0.82	-8	2	-4	-9	3	-15	10	-7
22: c1ccc(N2CCOCC2)c(Nc2nc3ccccc3n3cnnc23)c1
 : 0.049	9	-16	-4	.	-10	5	-20	-8
23: COCCn1c(C)cc(C2=NNC(=Nc3ccccc3)SC2)c1C
 : -0.35	-25	-8	-7	-5	5	-44	36	-11
24: COc1ccc(/C=C(/C#N)C(=O)Nc2cc(C)ccc2C)cc1C(=O)O
 : .	-16	-19	5	4	-19	4	4	1
25: CNc1nc(OCC(F)(F)F)nc(N2CCOCC2)n1
 : -0.52	14	-43	1	-21	-4	-3	-1	-6
26: CCc1ccc(NC(=O)N(CCN2CCOCC2)C2CCN(C(C)=O)CC2)cc1
 : -0.079	4	12	7	1	-8	32	-21	-14
27: COc1cccc(C(CC(=O)Nc2cccc3ccccc23)NC(=O)c2ccccc2)c1 (stereo unspecified)
 : 0.55	-20	-6	-10	4	-8	-8	-13	-11
28: O=S(=O)(c1ccc(Nc2ccc(-c3ccc4c(c3)OCCO4)nn2)cc1)N1CCCC1
 : -0.82	16	17	-13	-4	-10	-32	-12	2
29: CNC(=O)C1=C(C)Nc2nc3ccccc3n2C1c1cccc(OC)c1 (stereo unspecified)
 : -0.16	12	-12	0	.	4	3	-40	-16
30: CC(C)(C)Nc1nc(C(N)=O)nc(N2CCOCC2)n1
 : -0.57	13	-13	-4	4	-16	3	-20	-4
31: CCSC(=O)N(CC)CC(=O)Nc1c(CC)cccc1CC
 : 0.03	-2	-7	2	-8	-4	4	-5	-11
32: O=C(CSc1nnc(Cc2cc(=O)[nH]c(=O)[nH]2)n1-c1ccc(F)cc1)N1CCCCC1
 : -1.8	-15	-23	6	.	-3	-16	18	-1
33: COc1ccc(-c2nnc(SC(C)C(=O)Nc3nccs3)n2-c2ccccc2)cc1OC (stereo unspecified)
 : 0.69	27	-28	-2	-2	-24	24	21	-4
34: O=C(OC1CCCCC1)c1ccc(NC(=O)c2ccco2)cc1
 : 1.1	4	18	-10	6	-18	0	-44	-10
35: O=C(Cn1nnc(-c2ccc(OCc3ccccc3F)cc2)n1)N1CCOCC1
 : 0.83	7	18	.	-2	-7	20	-25	-1
36: CCCCN(CCCNC(=O)C1CCCN(S(=O)(=O)CC)C1)Cc1ccccc1 (stereo unspecified)
 : -0.63	10	-7	2	-18	0	2	5	-8
37: N#CC1=C(N)Oc2c(oc(CO)cc2=O)C1c1cccs1 (stereo unspecified)
 : 0.28	5	5	-2	7	-18	-8	-18	-9
38: O=C(NC1CCCCC1)N(Cc1nc2ccccc2c(=O)[nH]1)C1CCCC1
 : .	0	-4	-1	.	-14	2	8	-3
39: CCOC(=O)CSc1nc2cccnc2n1-c1ccc(F)cc1
 : -0.22	-1	15	0	-2	5	2	9	-6
40: Cn1cc(SCC(=O)NCC2CCCO2)c2ccccc21 (stereo unspecified)
 : -0.16	10	-23	3	18	-4	11	-3	-13
41: Cc1ccc(C2NC(c3ccc(C)cc3)C(C)C(=NO)C2C)cc1 (stereo unspecified)
 : 0.11	5	-2	0	-2	-20	0	-22	-7
42: COC(=O)c1cccc(NC(=O)c2cnoc2C)c1
 : 1.2	20	-2	.	6	8	-6	-22	-13
43: O=C(NCCNS(=O)(=O)c1ccc(Cl)cc1)c1cc(OCC(F)(F)F)ccc1OCC(F)(F)F
 : 0.83	-5	28	-10	-1	18	21	.	-9
44: CN=Cc1sc2ccccc2c1O
 : 0.4	0	-10	6	2	-14	-25	-25	-8
45: CCCC(=O)c1c[nH]c(C(=O)NCc2ccco2)c1
 : -0.74	6	13	4	3	5	2	-14	-5

46. NC(=O)C1CCN(C(=O)c2cc(S(=O)(=O)N3CCOCC3)c(Cl)cc2Cl)CC1
47. CCOC(=O)c1cnc2ccc(C(=O)OC)cc2c1NCc1ccco1
48. C=CCNC(=O)c1cccc(C(F)(F)F)c1
49. Cc1cc(C(=O)N2CCc3ccccc32)c2cc(F)ccc2n1
50. Cc1noc(NS(=O)(=O)c2ccc(N/C=C\C(=O)c3ccncc3)cc2)c1C

screen / no.	46	47	48	49	50
hDAT+cocaine	-0.015	-0.065	-0.82	0.42	-1.3
VCAM1 TNFa inh	-6	20	-5	2	6
PLK1 PBD inh	-28	4	-3	11	-16
E coli WT exp	2	-8	2	-1	14
sEH inhibitor	-13	3	0	3	-3
IL1B cytotox	1	-72	32	-8	-5
cytoskel mod	-10	9	2	-3	.
TNFa cytotox	-11	-10	-13	-6	0
PLK1 inh	-9	-10	-24	-10	-5

51. CCOC(=O)CC(NC(=O)c1ccco1)c1ccccc1Cl (stereo unspecified)
52. Cc1ccc(CNC(=O)CS(=O)CC(=O)O)cc1 (stereo unspecified)
53. Cc1nc2ccccc2n1-c1ccccc1
54. Cc1ccc(Cn2c(SCC(C)C)nc3c2c(=O)[nH]c(=O)n3C)cc1
55. Cc1ccc(C2CC2C(=O)NNC(=S)Nc2cccc(Cl)c2)cc1 (stereo unspecified)

screen / no.	51	52	53	54	55
hDAT+cocaine	-0.22	0.26	-2	-0.13	1.5
VCAM1 TNFa inh	-2	-8	14	1	-1
PLK1 PBD inh	-19	-2	-8	-16	5
E coli WT exp	-1	-3	9	-9	.
sEH inhibitor	-2	9	.	3	-1
IL1B cytotox	12	16	.	-39	71*
cytoskel mod	18	16	18	-18	-12
TNFa cytotox	-31	2	25	-21	-8
PLK1 inh	-11	-9	-4	7	-3

56. COC(=O)c1ccc2c(=O)[nH]c(CN3c4ccccc4CC3C)nc2c1 (stereo unspecified)
57. Cc1ccc2nc(SCc3cccc([N+](=O)[O-])c3)nc(C)c2c1
58. O=C(CCc1ccc(S(=O)(=O)N2CCOCC2)cc1)NCCc1ccccn1
59. CC(C)CCNC(=O)CN(C(=O)Cn1nnc(-c2ccc(F)cc2)n1)C1CCCC1
60. CCn1c(SCC(=O)c2ccccc2)nnc1-c1cc2cc(Br)ccc2o1

screen / no.	56	57	58	59	60
hDAT+cocaine	0.0066	-0.84	0.84	0.85	0.99
VCAM1 TNFa inh	-18	0	1	13	8
PLK1 PBD inh	36	16	-18	-9	-16
E coli WT exp	-6	-17	-5	1	-17
sEH inhibitor	8	3	4	7	-2
IL1B cytotox	26	14	4	-167	16
cytoskel mod	-22	4	3	0	1
TNFa cytotox	-20	17	-22	-27	5
PLK1 inh	-7	-5	-13	-10	5
